# DUSP3 inh: VHR1 phosphatase inhibitors, primary screen, biochemical, absorbance, uHTS. Dual specificity protein phosphatase 3 (Homo sapiens), P51452. AID 1654, 2009. inhibition, % at 13.3 µM. 0.52% of 290,000 active. recombinant VHR phosphatase, pNPP absorbance; in the data active = inhibition above about 50%; also: some compounds called inactive have numbers as strong as hits
# Target sequence (P51452 whole entry, looked up): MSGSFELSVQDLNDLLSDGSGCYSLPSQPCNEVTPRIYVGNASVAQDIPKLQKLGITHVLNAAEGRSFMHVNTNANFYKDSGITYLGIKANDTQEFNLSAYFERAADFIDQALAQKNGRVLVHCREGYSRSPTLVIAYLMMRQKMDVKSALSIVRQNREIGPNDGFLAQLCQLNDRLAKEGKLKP
# PriA SSB inh: inhibitors of Klebsiella pneumoniae PriA binding to SSB C-terminal tail, primary screen, biochemical, AlphaScreen | PriA–SSB C-terminal tail interaction (Klebsiella pneumoniae) | AlphaScreen SSBct-PriA binding, biotinylated peptide | inhibition, % at 33 µM | 0.6% of 430,000 active | AID 1272365, 2023; in the data active = inhibition mostly above about 37%, no sharp cut-off; inactive = mostly below about 20%;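 also: plate controls were negative control peptide for no effect and reference peptide for full effect; strong numbers were not always called active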
# Y pestis TopoI: Yersinia pestis topoisomerase I inhibitors, primary screen, biochemical, cleavage product accumulation, plate reader, single point. DNA topoisomerase I (Yersinia pestis CO92). Y. pestis Topo-I cleavage product accumulation. activity, % at 10 µM. 0.064% of 360,000 active. AID 504884, 2011; in the data active = activity above about 50%, passing the limit was not always enough; inconclusive = no clear call, values can overlap the other calls; also: inactives centre near 2
# PfHsp40 rescue: rescue of yeast from PfHsp40 toxicity, primary screen, S. cerevisiae, ATP luminescence; S. cerevisiae expressing PfHsp40, growth rescue; growth rescue, % at 12.5 µM; 0.68% of 340,000 active; in the data active = growth rescue above about 28%, passing the limit was not always enough; inconclusive = no clear call, values can overlap the other calls;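 also: yeast W303a lacking pdr1 and pdr3 grown in galactose medium; growth measured after three days at 30 °C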
# SARS 3CLpro inh: SARS-CoV 3CLpro protease inhibitors, primary screen, biochemical, quenched FRET; 0.14% of 290,000 active; recombinant SARS-CoV 3CLpro, quenched FRET peptide cleavage; AID 1706, 2009; inhibition, % at 6 µM; in the data active = inhibition above about 12%
# CCHF vOTU inh: CCHFV vOTU protease inhibitors, primary screen, biochemical, Pep-AMC substrate, fluorescence. 0.55% of 370,000 active. AID 651958, 2012. inhibition, % at 11.5 µM. Crimean-Congo hemorrhagic fever virus L polyprotein viral ovarian tumor (vOTU) protease …; in the data active = inhibition above about 30%; also: 0% = vehicle wells with enzyme and 100% = no enzyme wells
# Anthrax LF inh2: Bacillus anthracis LF protease inhibitors, primary screen, biochemical, multiplex microsphere, MLPCN library. 0.12% of 360,000 active. multiplex microsphere protease cleavage assay. inhibition, % at 10 µM. AID 588501, 2011; also: plate controls were buffer without enzyme for full effect and enzyme alone for no effect
# Target sequence (P15917 whole entry, looked up): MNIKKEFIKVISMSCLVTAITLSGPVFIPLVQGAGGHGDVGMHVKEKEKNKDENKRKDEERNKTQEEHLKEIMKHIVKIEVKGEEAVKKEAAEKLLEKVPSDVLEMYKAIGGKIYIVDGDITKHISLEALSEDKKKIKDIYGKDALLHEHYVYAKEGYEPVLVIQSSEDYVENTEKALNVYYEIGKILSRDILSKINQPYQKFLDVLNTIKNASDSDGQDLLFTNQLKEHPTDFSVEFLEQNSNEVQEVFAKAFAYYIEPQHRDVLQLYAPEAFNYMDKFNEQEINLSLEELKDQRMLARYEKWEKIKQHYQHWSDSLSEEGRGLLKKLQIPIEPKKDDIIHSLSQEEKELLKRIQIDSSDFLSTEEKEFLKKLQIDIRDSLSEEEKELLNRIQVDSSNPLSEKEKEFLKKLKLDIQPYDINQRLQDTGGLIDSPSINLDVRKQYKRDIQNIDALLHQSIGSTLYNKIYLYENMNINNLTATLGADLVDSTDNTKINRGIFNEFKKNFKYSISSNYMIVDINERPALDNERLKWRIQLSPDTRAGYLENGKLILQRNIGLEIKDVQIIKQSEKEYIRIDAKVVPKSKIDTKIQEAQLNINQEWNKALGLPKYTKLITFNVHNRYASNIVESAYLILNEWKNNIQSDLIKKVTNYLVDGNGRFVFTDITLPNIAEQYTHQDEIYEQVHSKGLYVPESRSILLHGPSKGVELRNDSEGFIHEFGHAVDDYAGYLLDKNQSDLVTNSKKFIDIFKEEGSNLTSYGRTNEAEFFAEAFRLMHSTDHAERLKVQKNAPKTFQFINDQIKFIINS
# BoNT-A LC inh2: BoNT/A light chain protease inhibitors, primary screen, biochemical, flow cytometry, MLPCN library; 0.17% of 360,000 active; inhibition, % at 10 µM; Botulinum neurotoxin type A light chain protease (Clostridium botulinum A str. ATCC 3502); multiplex microsphere protease substrate cleavage; also: plate controls were buffer without enzyme for full effect and enzyme alone for no effect
# TcdB inh: TcdB glycohydrolase inhibitors, primary screen, biochemical, single point, plate reader; inhibition, % at 9.99 µM; TcdB glycohydrolase enzymatic assay; 0.24% of 350,000 active; AID 652162, 2013; Toxin B (Clostridioides difficile), P18177; in the data active = inhibition above about 10%
# Vc quorum ag: inducers of Vibrio cholerae quorum light production without autoinducers, primary screen, BH1578 luxS cqsA deficient, single point | 0.16% of 350,000 active | activation, % at 18.7 µM | V. cholerae BH1578 lux reporter, luminescence, 6 h | AID 588436, 2011; in the data active = activation mostly above about 9.7%, no sharp cut-off; inconclusive = no clear call, values can overlap the other calls; inactive = mostly below about 3.7%; also: not every result past the cut was called active; inactives centre near 0; reference of the scale not given here
# Starred values were filed as active, the others as inactive; i = inactive; ? = inconclusive; . = not tested or not shown; & = joins results of further samples. Rule as the data show it, unless noted: active = inhibition above about 30%; inconclusive = no clear call, values can overlap the other calls; inactive = below that. A portion of the library; rates above refer to the full screens.
SMILES,DUSP3 inh,PriA SSB inh,Y pestis TopoI,PfHsp40 rescue,SARS 3CLpro inh,CCHF vOTU inh,Anthrax LF inh2,BoNT-A LC inh2,TcdB inh,Vc quorum ag
COc1ccc(O[C@H]2C=C[C@@H](c3ccccc3)O[C@@H]2CO/N=C(\C)CCN2CCCCc3nc(C)c(C)cc32)cc1,12,.,.,.,5,7,.,.,0.9,.
CC1CC(C)CN(S(=O)(=O)c2ccc(NC(=O)CN3C(=O)NC(C)(c4ccccc4)C3=O)cc2)C1 (stereo unspecified),21,-2,22,0.7,3,6,-5,1.8,0.1,-3.6
O=C(COc1nncc2ccccc12)NCC(F)(F)F,13,0,5,-0.3,-1,-11,-5,-0.7,1.2,1.5
CC(C)c1ccc(NC(=S)N2CCCC2)cc1,23,1,-5,0.1,6,11,2,-0.1,1.7,i
COc1ccccc1OCc1nc(C#N)c(NCc2ccco2)o1,-1,14,7,-0.3,-2,0,2,0.8,-0.4,i
COC(=O)c1cccnc1SCc1ccccc1,8,-96,0,-0.7,-1,23,-7,-1.3,.,-0.3
Cc1cc(C)n(-c2ccc(C(=O)OCC(=O)N(CC(C)C)C3CCS(=O)(=O)C3)cc2)n1 (stereo unspecified),-11,8,9,-0.3,-2,4,-16,0.2,.,-6.7
CN(C(=O)Nc1ccc(Cl)cc1)c1c2c(nn1C)CCCC2,32,-16,2,-2.9,-4,-6,-3,?,.,i
CCC1(C)SC(NC(C)=O)=NN1C(C)=O (stereo unspecified),34,-12,7,-0.7,-1,-4,2,-0.4,-0.8,-0.5
CCc1ccc(N2CC(C(=O)NNC(=O)c3ccc(F)cc3)CC2=O)cc1 (stereo unspecified),.,-3,-6,-1.5,.,-5,1,-1.7,-1.4,i
CCCCCc1c(-c2cccc(F)c2)ncn1CCc1ccccc1OC,.,.,.,.,.,21,1,-0.1,0.5,.
CCOc1cc(N2CCOCC2)c(OCC)cc1NC(=O)Cn1[nH]c(=O)c2ccccc2c1=O,8,-5,2,-0.4,3,-2,-6,-1.3,.,-0.4
COc1ccc(/C=C2\SC(=S)N(CCCC(=O)Nc3ccccn3)C2=O)cc1OC,8,8,2,0.1,3,9,24,39*,.,i
Cc1cccc(Oc2ccccc2NC(=O)c2cnccn2)c1,33,-8,2,0.3,-2,14,-1,0.4,.,i
O=C1NC(=O)C(=CN2CCc3ccccc32)C(=O)N1,8,-11,4,1.0,-2,5,2,-0.6,.,-0.2
O=C(Cc1cccs1)N(Cc1ccco1)C1(C(=O)NC2CCCC2)CCCCC1,-8,-7,4,-0.8,1,6,0,-0.3,.,-1.0
COc1ccc(C(C)(C)C)cc1NC(=O)C1C2C=CC(C2)C1C(=O)O (stereo unspecified),29,2,2,-1.4,1,-9,4,1.6,.,i
CC(C)CN(C(=O)C1CCCCC1)C1CCS(=O)(=O)C1 (stereo unspecified),.,-6,1,0.8,.,2,.,.,0.9,i
COc1cc(/C=C2\SC(=S)N(CCCCC(=O)O)C2=O)ccc1OS(=O)(=O)c1ccc(C)cc1,.,7,23,-0.7,.,23,0,-0.3,0.0,-1.2
N#C/C(=N/Nc1ccccc1[N+](=O)[O-])C(N)=S,20,.,0,10.0,-3,18,.,.,3.0,-0.2
COc1cc(C(=O)Nc2ccc(Oc3ncnc4sc(-c5ccccc5)cc34)cc2)cc(OC)c1OC,-4,-22,2,-0.1,3,-9,9,1.7,.,-0.5
COc1ccc(-c2nc3cnccn3c2NC(C)(C)CC(C)(C)C)cc1O,15,-6,0,0.6,0,-10,-2,-0.2,1.2,i
CC(C)(C)OC(=O)NCCC(=O)N/N=C/c1cccc2nccnc12,10,i,0,-0.2,-1,-8,-2,?,1.6,2.4
O=C(CCS(=O)(=O)c1ccccc1)Nc1nc2c(s1)CCCC2,4,2,-2,-1.0,3,8,-4,0.9,0.2,i
O=C(Nc1ccc(C(=O)O)cc1)/C(=C\c1ccccc1)NC(=O)c1ccc(Br)cc1,14,-7,-1,-0.8,2,5,0,0.9,3.6,-5.0
O=S(=O)(NCC1CCCO1)c1ccc2oc3ccc(S(=O)(=O)NCC4CCCO4)cc3c2c1 (stereo unspecified),23,-17,0,-0.1,-5,-9,-2,-1.5,.,-6.2
OC1(C(F)(F)F)CC(O)(C(F)(F)F)n2nc(-c3ccccc3)cc2N1 (stereo unspecified),-13,7,0,-1.5,0,2,-6,1.2,.,-0.5
Cc1cc(C(=O)CN2C(=O)NC3(CCCC3)C2=O)c(C)n1-c1ccc2c(c1)OCO2,24,13,20,0.5,-1,11,0,-0.8,.,i
O=C(COC(=O)c1cccnc1Nc1cccc(C(F)(F)F)c1)NCc1ccc2c(c1)OCO2,17,2,2,0.7,4,0,4,1.1,.,-0.2
COC(=O)CN(C#N)c1nc(C)cc(C)n1,8,-9,2,-1.8,2,-11,-2,0.4,-0.8,-0.6
CCOC(=O)N1CCN(CC(=O)Nc2ccc(F)cc2)CC1,25,-23,4,0.3,7,-6,8,-0.5,0.7,-1.6
CC(=O)Nc1ccc(N2S(=O)(=O)c3ccccc3S2(=O)=O)cc1,7,-15,1,-1.8,0,1,0,0.6,.,i
CCCCCC(=O)N1C[C@H](n2cc(C3CC3)nn2)[C@@H](O)C[C@@H]1c1ccccc1,.,.,5,.,.,10,-4,-0.5,1.3,-0.6
COc1ccc(-n2c(Cc3cccn3C)nnc2SCC(=O)NCc2ccco2)cc1,25,-3,-1,-1.0,-2,6,-8,1.3,2.9,-0.4
COc1ccccc1CCNS(=O)(=O)c1cc2c3c(c1)C(C)C(=O)N3CCC2 (stereo unspecified),-14,-5,15,0.5,8,14,3,-1.7,-1.0,-6.7
O=C(CSC(=S)N1CCOCC1)Nc1ncc2c(n1)CC(c1ccco1)CC2=O (stereo unspecified),8,6,-1,-1.2,1,1,-5,3.5,-1.4,-0.4
CCCN(CC1CCCO1)C(=O)CCc1nnc(CCc2ccc(OC)cc2)o1 (stereo unspecified),6,-3,1,-1.5,4,9,-3,-2.9,0.9,-0.4
CCOC(=O)CCP(=O)(O)C(C)(O)c1ccccc1 (stereo unspecified),25,-11,6,-0.4,7,-5,1,1.9,.,-1.8
CNC(=O)c1nc[nH]c1C(=O)NC,-2,-15,4,0.6,-3,-11,-6,-0.4,.,i
O=C(CC(=O)NC1CCCCC1)N/N=C/c1cccc2ccccc12,-5,.,5,-0.6,0,23,0,-0.8,.,0.1
O=C(COc1ccc(Cl)cc1)NNC(=O)c1ccccn1,37,-11,3,-1.8,1,5,-1,-1.5,.,i
Cc1ccccc1NC(=O)Cc1c[nH]c2ccccc12,-7,-13,8,-0.7,-5,-10,-5,-0.8,0.6,-0.7
O=C(Cc1c(F)cccc1Cl)Nc1ccncc1,12,-9,-4,-0.6,-2,-2,-1,1.2,1.8,i
c1ccc(COC(CN2CCCCCC2)CN2CCCCCC2)cc1,33,12,2,0.9,0,-11,2,-5.5,-0.3,-0.4
CN(C)c1ccc(NC(=O)CCN2CCN(c3ccccn3)CC2)cc1,-2,-1,0,2.6,1,-17,4,-0.2,-8.3,i
COc1ccc(C)cc1NC(=S)N1CCN(c2ncccn2)CC1,29,-9,7,2.5,-3,-1,-2,-0.7,0.2,-0.5
CCC(=O)Nc1c(-c2ccccc2Cl)c(=O)c2ccccc2n1C,2,-6,0,-0.2,3,-2,6,-2.2,1.0,-0.6
Cc1ccc2c(c1)c1c3n2CCN(C(=O)CN2CCN(C)CC2)C3CCC1 (stereo unspecified),3,-3,-5,-0.9,4,2,-2,1.2,.,i
CC(=O)N(CCN1CCOCC1)Cc1cc2cc3c(cc2nc1Cl)OCO3,10,-4,-5,-0.3,0,4,2,-0.9,-0.1,i
Oc1ccc(/C=N/Nc2ccc(C(F)(F)F)cn2)c(O)c1,5,.,-15,421*,7,22,10,2.0,0.1,i
Cc1cccc(CCN(C(=O)c2csnn2)C(C(=O)NC2CCCC2)c2ccco2)c1 (stereo unspecified),-4,5,35,-2.7,7,-2,2,2.6,-2.4,i
C[C@@H]1CN([C@@H](C)CO)C(=O)CCCn2nncc2CO[C@H]1CN(C)Cc1ccc(Cl)c(Cl)c1,.,.,-3,.,.,14,3,-0.2,-8.3&1.7&0.0,-0.4
COC(=O)[C@@]1(Cc2ccc(OC)cc2)[C@H]2c3cc(C(=O)N4CCCC4)n(Cc4ccc(C)o4)c3C[C@H]2CN1C(=O)c1ccccc1,-3,.,.,.,5,2,.,.,0.2,.
O=C(CNC(=O)C1CCCCC1)NCCCO,11,14,0,-0.8,0,-11,-6,-4.1,.,-0.7
CS(=O)(=O)c1cccc(C(=O)OCC(=O)NCc2cccs2)c1,.,-2,0,-1.5,.,-11,-5,2.9,3.2,-3.1

# Gathered by group, the entries above containing two or more sulfur atoms
SMILES,DUSP3 inh,PriA SSB inh,Y pestis TopoI,PfHsp40 rescue,SARS 3CLpro inh,CCHF vOTU inh,Anthrax LF inh2,BoNT-A LC inh2,TcdB inh,Vc quorum ag
COc1ccc(/C=C2\SC(=S)N(CCCC(=O)Nc3ccccn3)C2=O)cc1OC,8,8,2,0.1,3,9,24,39*,.,i
COc1cc(/C=C2\SC(=S)N(CCCCC(=O)O)C2=O)ccc1OS(=O)(=O)c1ccc(C)cc1,.,7,23,-0.7,.,23,0,-0.3,0.0,-1.2
O=C(CCS(=O)(=O)c1ccccc1)Nc1nc2c(s1)CCCC2,4,2,-2,-1.0,3,8,-4,0.9,0.2,i
O=S(=O)(NCC1CCCO1)c1ccc2oc3ccc(S(=O)(=O)NCC4CCCO4)cc3c2c1 (stereo unspecified),23,-17,0,-0.1,-5,-9,-2,-1.5,.,-6.2
CC(=O)Nc1ccc(N2S(=O)(=O)c3ccccc3S2(=O)=O)cc1,7,-15,1,-1.8,0,1,0,0.6,.,i
O=C(CSC(=S)N1CCOCC1)Nc1ncc2c(n1)CC(c1ccco1)CC2=O (stereo unspecified),8,6,-1,-1.2,1,1,-5,3.5,-1.4,-0.4
CS(=O)(=O)c1cccc(C(=O)OCC(=O)NCc2cccs2)c1,.,-2,0,-1.5,.,-11,-5,2.9,3.2,-3.1

# Screening results: PubChem, several laboratories
